Compound activity deposited in PubChem BioAssay by National Center for Advancing Translational Sciences (NCATS).
A549 tox: counter-screen for Nrf2 inhibitors: cytotoxicity in A549 cells; Potency, µM (titrated, usually from 46 µM), inactives show top-dose activity change, negative = cytotoxicity, usual class: inhibitors; A549 ARE-Fluc cells, CellTiter-Fluor viability, 18-24 h; AID 504648; hit rate 0.16% among 390,000; note: potency is the fitted concentration of half-maximal effect; % is set by controls: 0 for no effect and ±100 for the full control effect
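Cytotoxicity counterscreen: CellTiter-Fluor fluorescence was measured in A549 ARE_Fluc cells after 18-24 h of compound exposure in a concentration series. The subsequent BugLite luminescent read reports ARE-luciferase activity.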
pAkt inh: Akt phosphorylation inhibition | Neuro2A IGF-stimulated pAkt S473 HTRF, 20 min; hits give low values | activity change, % for hits at 50 µM | hit rate 0.32% among 360,000 | AID 651550; in the data active = activity change below about -80%; inconclusive = mostly about -51% to -80%; note: % is set by controls: 0 for no effect and ±100 for the full control effect
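Neuro2A cells (4,500/well, DMEM with 0.5% FBS) were treated with compound at a single 50 µM final concentration, stimulated with 6 nM IGF for 20 min at 37 °C, and lysed. Phospho-Akt Ser473 was read by HTRF as 665/615 ratio ×10^4.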
MmCpn inh: blocks the Methanococcus maripaludis chaperonin Mm-Cpn; purified Mm-Cpn ATPase, ADP Transcreener TR-FRET; Potency, µM (highest dose often 76.9 µM), for the others: top-dose activity, negative = inhibition, hits mostly inhibitors; hit rate 0.031% among 330,000; note: potency is the fitted concentration of half-maximal effect; % is set by controls: 0 for no effect and ±100 for the full control effect; nearly all actives have a fitted effect of over 80% in size
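25 nM Mm-CPN + cpd, 10 min 37°C; + 10 uM ATP, 30 min 37°C; buffer 30 mM Tris pH 7.4, 100 mM KCl, 5 mM MgCl2, 1 mM DTT; Transcreener ADP HTRF detection 30 min RT.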
EPAC2 antag: EPAC2 (human) antagonism; Q8WZA2; EPAC2 GEF exchange of Rap1B-BODIPY-GDP, fluorescence; Potency, µM (series often up to 114 µM), inactives show at the highest dose activity, negative = inhibition, usual class: inhibitors; hit rate 0.18% among 360,000; AID 720708; note: potency is the fitted concentration of half-maximal effect; % is set by controls: 0 for no effect and ±100 for the full control effect; nearly all actives have a fitted effect of over 45% in size; many of its hits are not listed in these tables
Target sequence (Q8WZA2 whole entry, looked up): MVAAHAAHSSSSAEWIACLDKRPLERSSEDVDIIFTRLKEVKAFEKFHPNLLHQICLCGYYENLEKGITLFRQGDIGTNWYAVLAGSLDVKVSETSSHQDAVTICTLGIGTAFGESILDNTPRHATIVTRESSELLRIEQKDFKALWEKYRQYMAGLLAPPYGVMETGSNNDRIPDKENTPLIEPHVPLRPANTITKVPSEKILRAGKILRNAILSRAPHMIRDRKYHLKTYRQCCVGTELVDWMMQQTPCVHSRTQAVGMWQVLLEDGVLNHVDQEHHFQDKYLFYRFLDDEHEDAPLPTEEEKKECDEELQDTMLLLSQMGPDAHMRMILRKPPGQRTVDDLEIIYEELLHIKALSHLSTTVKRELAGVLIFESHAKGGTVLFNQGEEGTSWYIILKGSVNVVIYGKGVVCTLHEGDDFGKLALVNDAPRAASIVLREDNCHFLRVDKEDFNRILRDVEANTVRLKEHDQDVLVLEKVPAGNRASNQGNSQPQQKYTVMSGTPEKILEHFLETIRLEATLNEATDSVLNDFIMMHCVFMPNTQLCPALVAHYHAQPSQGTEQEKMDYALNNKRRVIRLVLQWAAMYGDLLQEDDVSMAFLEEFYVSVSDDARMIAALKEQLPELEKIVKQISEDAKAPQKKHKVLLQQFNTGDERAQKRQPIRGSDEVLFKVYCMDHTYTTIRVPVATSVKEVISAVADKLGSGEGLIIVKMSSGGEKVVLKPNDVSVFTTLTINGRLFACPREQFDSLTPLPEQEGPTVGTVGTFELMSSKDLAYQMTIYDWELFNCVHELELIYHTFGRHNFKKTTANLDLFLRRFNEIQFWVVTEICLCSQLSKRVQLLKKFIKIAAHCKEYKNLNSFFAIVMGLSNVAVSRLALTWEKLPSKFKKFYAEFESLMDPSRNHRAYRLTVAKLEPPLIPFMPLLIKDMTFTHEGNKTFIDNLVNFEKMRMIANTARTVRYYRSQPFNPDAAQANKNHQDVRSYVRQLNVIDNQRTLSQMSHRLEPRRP
Nrf2 inh: Nrf2 pathway inhibition; A549 ARE-Fluc reporter, luciferase luminescence, 18-24 h; hit rate 2.1% among 360,000; Potency, µM (top dose mostly 46 µM), for the others: top-dose activity change, negative = inhibition, actives largely listed as inhibitors; note: potency is the fitted concentration of half-maximal effect; % is set by controls: 0 for no effect and ±100 for the full control effect; nearly all actives have a fitted effect of over 60% in size
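Nrf2 activity is the BugLite luminescence, read 15 min after reagent at room temperature, following CellTiter-Fluor cytotoxicity readout (30 min, 37C). Compound titrations were applied for 18-24 h to 5000 A549 ARE_Fluc cells/well in 5% FBS OPTI-MEM.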
EPAC2 agonist: agonists of human EPAC2 (RAPGEF4); Q8WZA2; EPAC2 activation, biochemical qHTS; response scale: 100% = 6.5 mM cAMP response; Potency, µM (doses to about 154 µM), without a hit: at the highest dose activation, actives largely listed as activators; hit rate 0.079% among 360,000; AID 720711; note: potency is the fitted concentration of half-maximal effect; nearly all actives have a fitted effect of over 50% in size
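Nucleotide exchange monitored as fluorescence drop when BODIPY-GDP leaves Rap1B. Reaction: 100 nM EPAC2, 250 nM RAP1B-BODIPY-GDP, 50 uM GDP, room temperature, kinetic read over 30 min. Activity expressed relative to 6.5 mM cAMP.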
TGFb inhibitor: inhibitors of TGF-b signaling; HepG2 CAGA-GFP TGF-b/SMAD3 reporter, GFP fluorescence, 18 h; TGF-beta stimulated, 500 pg/mL final; Potency, µM (series often up to 46.1 µM), for the others: at the top dose activity, negative = inhibition, usual class: inhibitors; hit rate 1.2% among 410,000; AID 588855; note: potency is the fitted concentration of half-maximal effect; % is set by controls: 0 for no effect and ±100 for the full control effect; nearly all actives have a fitted effect of over 65% in size
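Using HEPG2 CAGA-GFP reporter cells at 1000 cells/well, we pinned test compounds, stimulated with recombinant TGF-beta (500 pg/mL final) and measured total well GFP after 18 h.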
Nrf2 activator: activators of Nrf2 (ARE) signaling. AREc32 ARE-luciferase reporter (MCF7-derived line), luminescence, 24 h. Potency, µM (series often up to 46.1 µM), for inactives: at the top dose activation, usual class: activators. hit rate 0.31% among 410,000; note: potency is the fitted concentration of half-maximal effect; % of control where 0% means no effect; nearly all actives have a fitted effect of over 65% in size
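AREc32 cells carrying an ARE-driven firefly luciferase, 1000 cells/well in OPTI-MEM with 5% FBS, dosed after overnight attachment and incubated 24 hr at 37 deg C. Steady-Glo luminescence read after 30 min at RT.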
CCT modulator: cytosolic chaperonin activity modulation | purified chaperonin ATPase assay, HTRF ADP detection, 30 min | activity change, % (test concentration not listed), hits read low | hit rate 0.3% among 360,000 | AID 651819; in the data active = activity change below about -30%; note: % is set by controls: 0 for no effect and ±100 for the full control effect
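We incubate TRiC, 40 or 20 nM final, with library compounds at 76 uM and 10 uM ATP for 30 min at 37 °C. ADP formed is detected with Transcreener HTRF reagents after 30 min at room temperature.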
Numbers without * were called inactive; i = inactive; ? = inconclusive; . = not tested or not shown; [ ] = another dose, or the depositor's remark. Unless noted, calls come from the whole dose curve; as a rule, active = well fitted curve in the direction sought with a large enough effect; inconclusive = small, poorly fitted or top-dose-only effect, or another doubt; inactive = no such curve, though single readings can be large; an effect the other way counts as inactive or inconclusive. Only part of the results is shown, so the mix of outcomes need not match the whole.

SMILES	A549 tox	pAkt inh	MmCpn inh	EPAC2 antag	Nrf2 inh	EPAC2 agonist	TGFb inhibitor	Nrf2 activator	CCT modulator
Cc1ccc(C(=O)N2CCN(c3ccc(NC(=O)Cc4ccccc4)cc3)CC2)cc1	-3%	i	1%	-6%	-17%	13%	13%	0.2%	-1.7
NNC(=O)c1ccc(Oc2cc(Cl)cc(Cl)c2)o1	5%	i	-1%	-9%	3%	4%	?	3.1%	-2.2
COc1ccccc1CC(=O)Nc1cccc(C(=O)Nc2nccs2)c1	-9%	i	-1%	5%	?	2%	-26%	-0.6%	-0.1
Cc1ccn2c(C(=O)NN=C3CCCCCCC3)c(C)nc2c1	-1%	i	0%	7%	-14%	7%	-19%	0.1%	-0.4
COCCOC(=O)C1=C(C)OC(N)=C(C#N)C1c1ccc2c(c1)OCO2 (configuration not stated)	-9%	i	1%	-8%[57.1 µM]	-8%	10%	4%	4.6%	-3.7
Cc1ccc(NC(=O)CCN2C(=O)NC3(CCCC3)C2=O)cc1	-6%	i	1%	3%	-12%	6%	0%	-0.2%	0.5
CCN(CC)S(=O)(=O)c1ccc(N2CCOCC2)c(NC(=O)c2cc3ccccc3o2)c1	.	i	.	0%	.	7%	-5%	0.1%	-2.5
CSc1ccc(C2c3[nH]c4ccccc4c3CCN2C(=O)c2ccnn2C)cc1 (configuration not stated)	?	i	-9%	-18%	?	4%	?	3.4%	3.1
Cc1ccccc1Cn1nnc(-c2ccc3c(c2)OCO3)n1	-1%	i	-6%	-6%	13%	21%	-5%	2.9%	0.2
Cc1ccc2c(c1)C(O)(c1c(C)[nH]c3ccccc13)C(=O)N2 (configuration not stated)	-7%	i	0%[15.4 µM]	0%	-23%	-8%	-15%	-0.1%	-1.7
O=C(CN1C(=O)CSC1=O)Nc1ccc(F)c(F)c1F	-2%	i	0%	6%	2%	5%	-7%	-0.8%	-1.6
CCCC1C(=O)Nc2ccccc2N1C(=O)c1ccc(C(C)(C)C)cc1 (configuration not stated)	?	i	-13%	?	?	-8%	?	5.3%	2.1
Cc1ccc(NC(=O)Cn2cnc3c(oc4ccccc43)c2=O)cc1	-7%	.	.	.	?	.	3%	0.7%	.
CCC[C@@H]1C[C@@]1(CCC)[C@@H](NP(=O)(c1ccccc1)c1ccccc1)c1ccc(C(=O)OC)cc1	?	i	-1%	-23%	?	-5%	11µM*	2.5%	1.3
CC1CCCC(C)N1CCCNC(=O)C(=O)Nc1ccc2nc3n(c(=O)c2c1)CCCCC3 (configuration not stated)	-1%	i	0%	10%	4%	-6%	10%	-0.8%	-0.8
CC(=O)c1cccc(NC(=S)NC(=O)Cc2ccccc2)c1	-9%	i	2%	-3%	-9%	8%	18%	0.6%	-1.9
COc1cc(O)c2c(=O)c3c(O)c(O)ccc3oc2c1OC	-1%	i	.	-16%	13%	2%	1%	3.1%	-5.9
O=C1N/C(=C/c2ccsc2)C(=O)N1c1ccccc1	-1%	i	1%	6%	?	2%	0%	27%	-2.2
Nc1ccn(C2CCCO2)c(=O)n1 (configuration not stated)	9%	i	.	-8%	10%	9%	-5%	-0.2%	-0.4
CCOc1ccc(N2C(=O)c3cccnc3C2Nc2ccc(Cl)cc2)cc1 (configuration not stated)	1%	.	-2%	-1%	.	5%	-13%	-0.1%	0.2

Of the compounds above, two have an NH in an aromatic ring:
SMILES	A549 tox	pAkt inh	MmCpn inh	EPAC2 antag	Nrf2 inh	EPAC2 agonist	TGFb inhibitor	Nrf2 activator	CCT modulator
CSc1ccc(C2c3[nH]c4ccccc4c3CCN2C(=O)c2ccnn2C)cc1 (configuration not stated)	?	i	-9%	-18%	?	4%	?	3.4%	3.1
Cc1ccc2c(c1)C(O)(c1c(C)[nH]c3ccccc13)C(=O)N2 (configuration not stated)	-7%	i	0%[15.4 µM]	0%	-23%	-8%	-15%	-0.1%	-1.7

Returning to the listing with the two entries that preceded the break.
SMILES	A549 tox	pAkt inh	MmCpn inh	EPAC2 antag	Nrf2 inh	EPAC2 agonist	TGFb inhibitor	Nrf2 activator	CCT modulator
Nc1ccn(C2CCCO2)c(=O)n1 (configuration not stated)	9%	i	.	-8%	10%	9%	-5%	-0.2%	-0.4
CCOc1ccc(N2C(=O)c3cccnc3C2Nc2ccc(Cl)cc2)cc1 (configuration not stated)	1%	.	-2%	-1%	.	5%	-13%	-0.1%	0.2
CCOC(=O)Cc1ccc(NC(=O)Nc2cc3c(cc2N2CCCCC2)n(C)c(=O)n3C)cc1	1%	.	.	.	7%	.	?	0.1%	.
CN(Cc1ccccc1)C(=O)COC(=O)C1CCN(S(=O)(=O)c2ccc3c(c2)OCCO3)CC1	-4%	i	?	-8%	-9%	-3%	?	0.0%	-1.8
Cc1nn2c(N3CCN(C)CC3)c3c(nc2c1-c1ccccc1)CCCC3	9%	i	1%	-2%	-20%	0%	-10%	4.0%	0.0
O=C(Nc1ccc(F)cc1)c1cccc(N2C(=O)c3ccccc3C2=O)c1	-3%	i	-2%	-22%	9%	5%	17%	0.0%	-2.2
CN(CCC#N)C(=O)COC(=O)C1c2ccccc2Oc2ccccc21	-6%	i	-2%	-15%	-11%	-7%	6%	1.5%	-1.3
COCCCNC(=O)Cn1cnc2sc(C)c(S(=O)(=O)N3CCN(c4ncccn4)CC3)c2c1=O	0%	i	2%	1%	-1%	12%	-2%	-0.2%	-0.2
Cc1ccccc1NC(=S)N(Cc1cccs1)C1CCCCC1	2%	i	3%	-23%	-5%	1%	-17%	0.3%	-0.4
COc1cc(OC)cc(-c2nnc(SCc3cccc(C(=O)O)c3)o2)c1	-1%	i	-1%	-3%	?	10%	-6%	-0.2%	-0.3
O=c1c(C(c2ccc(Cl)cc2)c2c(O)nc3n(c2=O)CCS3)c(O)nc2n1CCS2	16%	i	2%	9%	-11%	8%	?	0.0%	1.2
CCn1cc(C(=O)N2CCN(c3ccc([N+](=O)[O-])cc3)CC2)c(=O)c2ccc(C)nc21	?	i	0%	-1%	-15%	16%	-15%	4.8%	0.9
CCS(=O)(=O)Nc1cccc(C(=O)CC2(O)C(=O)Nc3ccccc32)c1 (configuration not stated)	6%	i	-4%	-3%	10%	5%	3%	3.5%	-2.9
CC(C)Oc1ccc(C(CC(=O)O)NC(=O)c2cccs2)cc1 (configuration not stated)	5%	i	-13%	-2%	9%	5%	10%	-0.2%	2.1
CCOc1ccc2nc(N3CCCC(C(=O)N4CCN(CC)CC4)C3)sc2c1 (configuration not stated)	-1%	i	-2%	0%	16%	3%	5%	0.8%	-1.2
CCC(C)NC(=O)Cn1nc(C(F)(F)F)c2c1CCCC2 (configuration not stated)	-15%	i	0%	-2%	2%	4%	-10%	1.6%	-1.4
COc1cc(-c2cc(NC=O)c3ncc(-c4cccc(C(=O)N(C)C)c4)n3c2)cc(OC)c1OC	.	i	.	7%	.	7%	22%	4.1%	0.1
NC(=O)Cc1ccc(Nc2nnc(-c3ccc(O)cc3)c3ccccc23)cc1	-4%	i	-5%	-5%	-1%	-3%	4%	-0.4%	-0.3
Cc1ccc(-n2ncc3c(NNC(=O)Cc4ccccc4)ncnc32)cc1	6%	i	-2%	-3%	9%	-2%	-12%	0.0%	-1.6
O=C1CC(c2cccs2)c2cc3c(cc2N1)OCO3 (configuration not stated)	-3%	i	-4%	19%	-6%	-2%	0%	0.0%	0.8
Cc1cccc(C)c1NC(=O)CCS(=O)(=O)c1cccc2nsnc12	4%	-101%*	-6%	7%	?	-1%	-4%	0.2%	1.6
C[C@H](NC(=O)[C@@H]1CCCN1C(=O)[C@@H]1CCCN1C(=O)c1cccs1)c1ccccc1	.	i	.	-4%	.	-1%	.	0.2%	1.2
Cc1ccc(CN2CCN(Cc3cccc(-n4cccn4)c3)CC2CCO)cc1 (configuration not stated)	-2%	i	-6%	11%	-14%	2%	0%	-0.2%	0.3
CCOc1ccc(/C=C/c2nc(C#N)c(NC(C)c3ccccc3)o2)cc1 (configuration not stated)	2%	.	.	.	12%	.	-30%	-0.1%	.
COc1ccc(S(=O)(=O)N2CCCOC2CNC(=O)C(=O)NCCc2ccco2)cc1 (configuration not stated)	-5%	i	-4%	3%	-19%	-2%	-17%	0.0%	-0.6
N/C(=N\OC(=O)C1CCCCC1)c1ccc(Br)cc1	1%	i	3%	-3%	17%	3%	-12%	3.9%	0.6
O=C(COC(=O)CNC(=O)c1ccc(Cl)cc1)Nc1ccc(Cl)cc1C(F)(F)F	-1%	i	-4%	19%	16%	-13%	4%	0.3%	-1.8
O=c1[nH]c(Nc2nc3ccccc3o2)nc2c1CCCC2	?	i	0%	12%	?	-4%	?	?	5.1
COC(=O)c1ccccc1NC(=O)Cn1ccnc1	-4%	i	-2%	0%	12%	7%	-16%	-0.2%	-0.5
CCOCc1nc(N)nc(N)c1-c1cccc(Cl)c1	.	i	.	-2%	.	2%	0%	-0.8%	1.2
CCOC(=O)N1CCN(C(=O)c2ccc3nc4ccsc4c(=O)n3c2)CC1	-6%	i	-2%	-4%	-1%	6%	18%	3.8%	-2.3
O=C(Nc1cc2ccccc2oc1=O)C1CCCCC1	0%	.	-2%	-4%	?	10%	3%	2.5%	-2.3
c1ccc2cc(Cn3ccnc3)ccc2c1	-1%	i	0%	-1%	6%	3%	-1%	0.6%	0.1
CCOc1ccc(C(=O)OCC(=O)Nc2ccc3c(c2)OCCO3)cc1OC	0%	i	-1%	-6%	-12%	0%	3%	-0.1%	-1.0
C/C(=N/NS(=O)(=O)c1ccc(Cl)cc1)c1cccc(NC(=O)c2ccncc2)c1	-3%	i	-2%	-5%	-4%	7%	2%	-0.7%	1.5
COCCCNCCOc1ccccc1-c1ccccc1	-4%	i	-2%	0%	2%	6%	25%	-0.5%	-0.9
